RNase H inhibition = RNase H inhibition, HIV 1 Gag Pol polyprotein, FRET biochemical assay, screening (AID 372); HIV-1 RT RNase H, FRET RNA/DNA substrate fluorescence; higher % means a stronger effect; one-dose inhibition, % at 10 µM; IC50 in µM for titrated hits; 0.77% of 100,000 active; in the data active means inhibition above about 50%
An asterisk follows results filed as active. Only part of the results is shown; the hit share may differ from the screen's.

How did Cn1c2c(c(=O)n(C)c1=O)C(c1ccc(F)cc1F)C(C#N)=C(N)O2 (centres undefined) do in these assays?
RNase H inhibition: 8%

What do the screens show for `O=C(O)c1ccccc1NC1=C(Cl)C(=O)N(c2ccc(Br)cc2)C1=O`?
RNase H inhibition: 1%

What do the screens show for `CCOC(=O)C1=C(C)N=C2SCC(=O)N2C1c1ccc(-c2cccc([N+](=O)[O-])c2)o1` (centres undefined)?
RNase H inhibition: 15%

Results for COc1cc(NC(=O)c2cccs2)ccc1NC(=O)c1cc2ccccc2o1 ?
RNase H inhibition: 18%

What do the screens show for `Cc1cc(NCCN2CCCCCC2)n2c(nc3ccccc32)c1C#N`?
RNase H inhibition: 6%

Results for COc1cc(C=O)ccc1OCCOc1cccc(C)c1C ?
RNase H inhibition: 12%

Results for Cc1cc2nc(-c3ccc(C)c(NC(=O)C(C)C)c3)oc2cc1C ?
RNase H inhibition: 4%

Results for COc1cc(C(=O)N/C(=C/c2ccc(N(C)C)cc2)C(=O)O)cc(OC)c1OC ?
RNase H inhibition: 4%

How did COc1ccc(/C=N/n2cnnc2)cc1COc1ccc(NC(C)=O)cc1 do in these assays?
RNase H inhibition: 25%

How did CCOC(=O)c1c(NC(=O)/C=C/c2cccs2)sc2c1CCC2 do in these assays?
RNase H inhibition: 2%

Results for COc1cc(C(=O)NCC2COc3ccccc3O2)cc(OC)c1OC (centres undefined) ?
RNase H inhibition: 9%

How did O=C(CCC1CCCC1)NC1CCCCC1 do in these assays?
RNase H inhibition: 2%

What do the screens show for `CCCCOC(=O)c1ccc(NC(=O)c2cccc(C)c2)cc1`?
RNase H inhibition: 26%

How did O=C1CCC([N+](=O)[O-])C(c2ccccc2Br)N1 (centres undefined) do in these assays?
RNase H inhibition: 10%

What do the screens show for `Cc1nc(-c2ccccc2)nc(N/N=C/c2ccncc2)c1C`?
RNase H inhibition: 1%

How did CC(Oc1ccc(/C=C2\C(=O)NC(=S)N(c3cccc(Cl)c3Cl)C2=O)cc1)C(=O)O (centres undefined) do in these assays?
RNase H inhibition: 5%

Results for O=C(N=Nc1c(O)[nH]c2ccc(Br)cc12)c1cccc(O)c1 ?
RNase H inhibition: 1%

How did Cc1ccc(-n2c(=O)c3c4c(sc3n3c(SCC(N)=O)nnc23)CCCC4)cc1 do in these assays?
RNase H inhibition: 3%

How did COc1cccc(NC(=O)c2ccc(F)cc2)c1 do in these assays?
RNase H inhibition: 3%

How did CCN1C(=O)/C(=C/c2ccc(OC(=O)c3ccc(F)cc3)c(OC)c2)SC1=S do in these assays?
RNase H inhibition: 19%

How did COc1ccc(/C=C/C(=O)NC(C)c2ccccc2)cc1Br (centres undefined) do in these assays?
RNase H inhibition: 7%

How did CC(c1nc2ccccc2n1C)C(O)c1ccccc1 (centres undefined) do in these assays?
RNase H inhibition: 0%

What do the screens show for `O=C(c1ccccc1)c1ccc(N2CCN(C(=O)c3ccccc3)CC2)c(F)c1`?
RNase H inhibition: 10%

What do the screens show for `CC(C)(C)c1ccc(C(=O)NNC(=O)c2cccc(Br)c2)cc1`?
RNase H inhibition: 14%

Among those listed so far, these contain a nitro group on carbon:
What do the screens show for `CCOC(=O)C1=C(C)N=C2SCC(=O)N2C1c1ccc(-c2cccc([N+](=O)[O-])c2)o1` (centres undefined)?
RNase H inhibition: 15%

How did O=C1CCC([N+](=O)[O-])C(c2ccccc2Br)N1 (centres undefined) do in these assays?
RNase H inhibition: 10%

Further structures follow:
What do the screens show for `CN(C)c1ccc(NC(=O)COc2ccc(Cl)cc2Br)cc1`?
RNase H inhibition: 40%

Results for c1ccc(Nc2nc(-c3ccccc3)[n+](-c3ccccc3)s2)cc1 ?
RNase H inhibition: 30%

How did CC(=O)Nc1ccc2nc(SCC(=O)c3ccccc3)sc2c1 do in these assays?
RNase H inhibition: 5%

What do the screens show for `Fc1ccccc1OCCCN1CCCC1`?
RNase H inhibition: 3%

Results for O=C(Cc1ccccc1)NC(c1ccc([N+](=O)[O-])cc1)c1c(O)ccc2ccccc12 (centres undefined) ?
RNase H inhibition: 25%

What do the screens show for `CCCCN(CC)Cc1c(C)[nH]c2ccccc2c1=O`?
RNase H inhibition: 1%

Results for O=c1[nH]c(O)c(C=NCCCN2CCOCC2)c(=O)[nH]1 ?
RNase H inhibition: 0%

How did CCOC(=O)C1=C(C)N=c2s/c(=C\c3cccs3)c(=O)n2C1c1ccc(N(C)C)cc1 (centres undefined) do in these assays?
RNase H inhibition: 27%

What do the screens show for `O=C1/C(=C/c2nc3ccccc3c(=O)n2-c2ccccc2)c2ccccc2N1Cc1ccccc1`?
RNase H inhibition: 16%

Results for CC1(C)CC(=O)C(C2(O)C(=O)Nc3ccc(Br)cc32)CO1 (centres undefined) ?
RNase H inhibition: 0%

What do the screens show for `CN1C(=O)/C(=c2\sc3nc(-c4ccccc4)c(-c4ccccc4)n3c2=O)c2ccccc21`?
RNase H inhibition: 0%

What do the screens show for `O=c1/c(=C/c2ccc3c(c2)OCO3)sc2nc3ccccc3n12`?
RNase H inhibition: 12%

What do the screens show for `O=c1cc(Cc2ccccc2)nc2c(-c3ccc(Cl)cc3)c(Cc3ccccc3)[nH]n12`?
RNase H inhibition: 7%

Results for c1ccc(-n2cccc2CNC2CCCCC2)cc1 ?
RNase H inhibition: 16%

Results for Cc1cc2nc(-c3ccc(C)c(NC(=O)COc4ccc(Cl)cc4C)c3)oc2cc1C ?
RNase H inhibition: 0%

How did O=C1c2ccc([N+](=O)[O-])cc2C(=O)N1c1ccc(Cl)cn1 do in these assays?
RNase H inhibition: 0%

Results for O=c1c([N+](=O)[O-])c(N2CCCC2)c2ccccc2n1-c1ccccc1 ?
RNase H inhibition: 16%

What do the screens show for `Cc1sc(NC(=O)c2ccccc2)c(C(=O)NCCN(C)C)c1C`?
RNase H inhibition: 1%

What do the screens show for `Cc1cccc(CC(C(=O)O)C(C)C(=O)O)c1` (centres undefined)?
RNase H inhibition: 4%

How did O=C(CN1C(=O)c2ccccc2C1=O)NCc1ccc(C(=O)O)cc1 do in these assays?
RNase H inhibition: 5%

What do the screens show for `Cc1cccc(C(=O)O/N=C(\N)c2ccc(Br)cc2)c1`?
RNase H inhibition: 3%

How did COc1nc(-c2ccccc2)c[n+](C)n1 do in these assays?
RNase H inhibition: 5%

What do the screens show for `COc1cc([N+](=O)[O-])ccc1NC(=S)NC(=O)c1cccc2c(Br)cccc12`?
RNase H inhibition: 28%

Results for COc1ccc(S(=O)(=O)N2CCN(Cc3ccncc3)CC2)cc1 ?
RNase H inhibition: 11%

What do the screens show for `Cc1nc(N/N=C/c2ccc(N(C)C)cc2)cc(-c2ccccc2)n1`?
RNase H inhibition: 13%

How did CCOC(=O)c1cc(C(=O)NC(C)c2ccccc2)c(=O)[nH]c1C (centres undefined) do in these assays?
RNase H inhibition: 10%

What do the screens show for `c1ccc(CN2CCn3c4c(c5ccccc53)CCCC42)cc1` (centres undefined)?
RNase H inhibition: 5%

Results for COc1cccc(OCCCCOc2ccccc2)c1 ?
RNase H inhibition: 16%

Results for Cc1ccc(C(NC(N)=O)c2cccc(C)c2)cc1 (centres undefined) ?
RNase H inhibition: 1%

Results for COc1ccccc1C(=O)NN1C(=O)/C(=C/c2ccc([N+](=O)[O-])cc2)SC1=S ?
RNase H inhibition: 2%

Results for Cc1c(NC(=O)Cc2ccccc2)cccc1-c1nc2ncccc2o1 ?
RNase H inhibition: 10%

What do the screens show for `O=c1oc(-c2ccc(Br)cc2)nc2ccccc12`?
RNase H inhibition: 12%

Results for O=C(Nc1ccc(-c2cnc(-c3ccc(NC(=O)c4ccccc4)cc3)nc2)cc1)c1ccccc1 ?
RNase H inhibition: 0%

How did Fc1ccccc1-c1nc(-c2ccccc2)no1 do in these assays?
RNase H inhibition: 16%

What do the screens show for `Cc1ccc(C2CC(=O)Nc3c2cc(Br)c2ccccc32)cc1[N+](=O)[O-]` (centres undefined)?
RNase H inhibition: 24%

How did CN1C(=O)C(=Cc2cc([N+](=O)[O-])ccc2O)C(=O)N(C)C1=O do in these assays?
RNase H inhibition: 0%

By substructure: the compounds so far with fluorine.
How did Cn1c2c(c(=O)n(C)c1=O)C(c1ccc(F)cc1F)C(C#N)=C(N)O2 (centres undefined) do in these assays?
RNase H inhibition: 8%

How did COc1cccc(NC(=O)c2ccc(F)cc2)c1 do in these assays?
RNase H inhibition: 3%

How did CCN1C(=O)/C(=C/c2ccc(OC(=O)c3ccc(F)cc3)c(OC)c2)SC1=S do in these assays?
RNase H inhibition: 19%

What do the screens show for `O=C(c1ccccc1)c1ccc(N2CCN(C(=O)c3ccccc3)CC2)c(F)c1`?
RNase H inhibition: 10%

What do the screens show for `Fc1ccccc1OCCCN1CCCC1`?
RNase H inhibition: 3%

How did Fc1ccccc1-c1nc(-c2ccccc2)no1 do in these assays?
RNase H inhibition: 16%

Additional compounds
Results for O=C1c2ccc([N+](=O)[O-])cc2C(=O)N1c1cccc(-c2nc3ccc(I)cc3c(=O)o2)c1 ?
RNase H inhibition: 0%

Results for COc1ccc(Cc2c(O)nc3n(c2=O)CCCS3)cc1 ?
RNase H inhibition: 6%

How did CCOc1ccc(S(=O)(=O)Nc2c(C)cc(C)cc2C)cc1 do in these assays?
RNase H inhibition: 12%

What do the screens show for `CS(=O)(=O)N1CCN(c2ccc([N+](=O)[O-])c(NCc3ccccc3)c2)CC1`?
RNase H inhibition: 11%

How did Cc1cccc(N(CC(=O)Nc2ccccc2F)S(=O)(=O)c2ccccc2)c1 do in these assays?
RNase H inhibition: 2%

Results for Clc1ccc(-c2nc(NCCN3CCOCC3)c3ccccc3n2)cc1 ?
RNase H inhibition: 12%

How did O=C(c1ccccc1O)N1N=C(c2ccc(Br)cc2)CC1(O)C(F)(F)F (centres undefined) do in these assays?
RNase H inhibition: 18%

What do the screens show for `Nc1c(/C=C2\C=C([N+](=O)[O-])C=CC2=O)c(=O)nc2sc(-c3ccccc3)nn12`?
RNase H inhibition: 18%

What do the screens show for `C/C(=N\NC(=O)C1(C)CC1(Br)Br)c1ccc(Br)s1` (centres undefined)?
RNase H inhibition: 14%

How did COC(=O)c1sccc1NC(=O)/C=C/c1ccc([N+](=O)[O-])cc1 do in these assays?
RNase H inhibition: 15%

Results for N=c1ccc([N+](=O)[O-])cn1CC(=O)c1cccc([N+](=O)[O-])c1 ?
RNase H inhibition: 25%

How did COc1ccc2ccccc2c1/C=C1/C(=O)NC(=O)N(c2cccc(Br)c2)C1=O do in these assays?
RNase H inhibition: 28%

Reprinted from the part before: 4 entries, then new ones.
What do the screens show for `C/C(=N\NC(=O)C1(C)CC1(Br)Br)c1ccc(Br)s1` (centres undefined)?
RNase H inhibition: 14%

How did COC(=O)c1sccc1NC(=O)/C=C/c1ccc([N+](=O)[O-])cc1 do in these assays?
RNase H inhibition: 15%

Results for N=c1ccc([N+](=O)[O-])cn1CC(=O)c1cccc([N+](=O)[O-])c1 ?
RNase H inhibition: 25%

How did COc1ccc2ccccc2c1/C=C1/C(=O)NC(=O)N(c2cccc(Br)c2)C1=O do in these assays?
RNase H inhibition: 28%

Results for COC(=O)c1cc(NC(=O)c2ccc(-c3cc(Cl)ccc3Cl)o2)cc(C(=O)OC)c1 ?
RNase H inhibition: 12%

Results for COC(=O)CN(c1ccc(Br)cc1)S(C)(=O)=O ?
RNase H inhibition: 0%

What do the screens show for `O=[N+]([O-])c1ccc(/C=N/Nc2ccc(C(F)(F)F)cn2)cc1`?
RNase H inhibition: 10%

How did O=C1c2ccc(Br)cc2C(=O)N1CCO do in these assays?
RNase H inhibition: 13%

Results for O=C(N/N=C\c1ccc(I)o1)c1ccc(Br)cc1 ?
RNase H inhibition: 4%

How did O=C(O)CCS(=O)(=O)c1ccc(-c2ccc(S(=O)(=O)CCC(=O)O)cc2)cc1 do in these assays?
RNase H inhibition: 3%

What do the screens show for `CCOc1ccc(S(=O)(=O)N(CC(=O)N(CC)CC)c2ccc(C)cc2)cc1`?
RNase H inhibition: 0%

How did CCOc1ccccc1C1C(C(=O)OCCOC)=C(C)NC2=C1C(=O)CC(c1ccc(Cl)cc1)C2 (centres undefined) do in these assays?
RNase H inhibition: 0%

What do the screens show for `COc1ccc2c(Cl)c(C(=O)Nc3ccc(Cl)cc3)sc2c1`?
RNase H inhibition: 40%

How did COc1ccc(CCNC2=CC(=O)CC(c3ccccc3)C2)cc1OC (centres undefined) do in these assays?
RNase H inhibition: 9%

How did CCCCOc1ccc(S(=O)(=O)N2CCN(C)CC2)cc1 do in these assays?
RNase H inhibition: 0%

Results for CC1=C(C(=O)OC2CCC(C)CC2)C(c2cc3c(cc2Br)OCO3)NC(=O)N1 (centres undefined) ?
RNase H inhibition: 4%

How did O=C1C(=Cc2ccccc2F)C(=O)c2ccccc21 do in these assays?
RNase H inhibition: 2%

How did Cc1cc(C)nc(SCC(=O)n2c3ccccc3c3ccccc32)n1 do in these assays?
RNase H inhibition: 4%

How did CCC(=O)Nc1ccc(NC(=S)NC(=O)c2ccc(C)c(C)c2)cc1 do in these assays?
RNase H inhibition: 5%

How did CCOc1ccc(N=Cc2cccc(Cl)c2Cl)cc1 do in these assays?
RNase H inhibition: 4%

Results for COc1ccc(C2=C(c3ccc(OC)cc3)C3(c4ccccc4)C(=O)C2(c2ccccc2)C2C(=O)N(c4ccccc4OC)C(=O)C23)cc1 (centres undefined) ?
RNase H inhibition: 21%

How did COC(=O)C1CC(C)=CC(C)C1C(=O)O (centres undefined) do in these assays?
RNase H inhibition: 0%

What do the screens show for `COC(=O)CSC1=C(C#N)C(c2cccs2)C(C(=O)Nc2ccccc2C)=C(C)N1` (centres undefined)?
RNase H inhibition: 23%

What do the screens show for `Oc1cc(OCc2ccccc2Cl)ccc1-c1[nH]ncc1-c1ccccc1`?
RNase H inhibition: 20%
